High-throughput results: PubChem BioAssay, The Scripps Research Institute Molecular Screening Center
TAAR1 ag – human TAAR1 agonism | Q96RJ0 | CHO RD-HGA16 TAAR1, Fluo-8 calcium fluorescence; vehicle wells 0%, saturating PEA agonist 100% | activation, % at 3 µM | 0.99% of 360,000 active;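 active means activation above the mean activation of all test compounds in the run plus 3 SD, cut at about 38% in these data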
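Test system: RD-HGA16 (CHO) cells co-expressing Gα16 and hTAAR1; dosing: one-point dosing at 3 µM (nominal); timing: 17-24 h seeding, 75 min 37 °C dye, 30 min RT; signal: kinetic Fluo-8 calcium fluorescence; read-out basis: % activation relative to PEA EC100 response; controls: DMSO and PEA EC100; replicates: n 1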
M1 ag – agonists of human M1 muscarinic receptor; P11229; 0.33% of 360,000 active; AID 588814; CHO-K1 hM1, Fluo-8 calcium fluorescence, agonist mode; 0% DMSO, 100% acetylcholine EC100; activation, % at 3 µM;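 active means activation above the run's mean compound activation plus 3 SD, cut at about 16% in these data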;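 further: peak over basal fluorescence ratio within a 140 s kinetic read after compound addition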
CHO parental Ca – counter-screen: ATP calcium response change in parental CHO cells | inhibition, % at 5.6 µM | 0.63% of 330,000 active | parental CHO-K1, ATP-induced calcium, Fluo-8 fluorescence;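 active means inhibition above that plate's mean sample inhibition plus 3 SD, cut at about 26% in these data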;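 further: 0% = ATP-challenged DMSO wells and 100% = DMSO wells without ATP; some compounds past the cut are filed as inactive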
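test system = CHO parental line | reagent = ATP stimulus | measured by = intracellular calcium via Fluo-8 no-wash fluorescent dye | control set = ATP and no-ATP DMSO wells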
V1aR counter – V1a receptor agonism, counter-screen for OXTR agonists; P37288; CHO-V1R cells, Fluo-8 calcium fluorescence, agonist mode; 0% DMSO, 100% 3 nM vasopressin; activation, % at 3 µM; 0.25% of 320,000 active; AID 2797;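 active means activation above the mean activation of all tested compounds plus 3 SD, per screening run, cut at about 20% in these data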;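 further: signal is peak over basal fluorescence ratio across a 100 second FLIPR read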
Target sequence (P37288 whole entry, looked up): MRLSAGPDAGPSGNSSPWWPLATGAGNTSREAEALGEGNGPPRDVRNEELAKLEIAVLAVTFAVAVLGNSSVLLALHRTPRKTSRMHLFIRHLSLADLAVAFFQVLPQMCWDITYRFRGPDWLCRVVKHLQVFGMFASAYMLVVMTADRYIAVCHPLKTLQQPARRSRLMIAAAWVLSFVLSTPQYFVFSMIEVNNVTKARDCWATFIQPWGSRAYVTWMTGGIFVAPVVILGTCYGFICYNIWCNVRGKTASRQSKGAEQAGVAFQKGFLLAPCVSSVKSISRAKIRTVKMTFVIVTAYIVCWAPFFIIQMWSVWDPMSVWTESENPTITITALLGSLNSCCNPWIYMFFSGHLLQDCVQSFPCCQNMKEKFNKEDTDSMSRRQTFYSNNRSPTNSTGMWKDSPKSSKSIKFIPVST
M1 ag parental – nonselective activator or artifact in parental CHO-K1 cells. Fluo-8 calcium fluorescence; scaled to maximal ATP response, vehicle zero. activation, % at 3 µM. 0.48% of 360,000 active. AID 602248; in the data active means activation above about 15%;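 further: untransfected CHO-K1 host cells lacking M1 receptor as counterscreen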
OXTR potentiate – human OXTR potentiation. P30559. CHO-OTR cells, Fluo-8 calcium fluorescence, potentiator mode; 0% = oxytocin EC15, 100% = EC100. activation, % at 3 µM. 0.061% of 320,000 active. AID 2445;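 active means activation above that plate's cutoff, the mean activation of tested compounds plus 3 SD, cut at about 6.6% in these data, passing the limit was not always enough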;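 further: 100% uses oxytocin at 75 nM as the full agonist control; some results filed as inactive read as strong as hits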
Target sequence (P30559 whole entry, looked up): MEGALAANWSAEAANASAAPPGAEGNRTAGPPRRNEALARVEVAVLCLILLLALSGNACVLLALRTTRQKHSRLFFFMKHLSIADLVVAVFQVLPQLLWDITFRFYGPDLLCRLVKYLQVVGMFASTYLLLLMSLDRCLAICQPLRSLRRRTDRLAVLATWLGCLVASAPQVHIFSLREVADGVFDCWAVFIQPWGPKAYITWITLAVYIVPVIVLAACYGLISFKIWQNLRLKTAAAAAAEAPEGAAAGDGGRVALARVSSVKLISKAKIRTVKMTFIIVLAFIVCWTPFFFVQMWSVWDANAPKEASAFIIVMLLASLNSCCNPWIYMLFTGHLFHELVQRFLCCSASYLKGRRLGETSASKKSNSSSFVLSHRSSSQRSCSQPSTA
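test system = CHO-OTR cells, human receptor | compound = single-point 3.0 µM | schedule = 6 min compound pre-incubation at room temperature, 100 s kinetic read | signal = Fluo-8 no-wash calcium dye fluorescence, excitation 470-495 nm, emission 515-575 nm | repeats = single well per compound, singlicate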
CHO-K1 Ca PAM – nonselective activator or artifact in parental CHO-K1 calcium assay | ATP EC20, Fluo-8 calcium fluorescence; 0% at ATP EC20, 100% at ATP max | activation, % at 3 µM | 0.02% of 360,000 active | AID 602247;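 active means activation above the run cutoff, the mean activation of all test compounds plus 3 SD, cut at about 40% in these data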;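 further: peak over basal fluorescence ratio in a 140 s read after ATP addition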
CHO-K1 Ca antag – nonselective inhibitor or artifact in parental CHO-K1 cells | ATP-induced calcium, Fluo-8 fluorescence | AID 602250 | inhibition, % at 3 µM | 0.6% of 360,000 active;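 active means inhibition above a per-plate cutoff, the plate's mean sample inhibition plus 3 SD, cut at about 24% in these data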;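 further: 0% = DMSO plus EC80 ATP and 100% = DMSO alone without ATP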
TAAR1 antagonist – human TAAR1 antagonism | 1.5% of 360,000 active | inhibition, % at 3 µM | Q96RJ0 | CHO RD-HGA16 TAAR1, Fluo-8 calcium fluorescence, antagonist;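 active means inhibition above a per-plate cutoff, the mean inhibition of test compounds on that plate plus 3 SD, cut at about 49% in these data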;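 further: 0% = DMSO plus EC80 beta-PEA response and 100% = DMSO alone without agonist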
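Material: RD-HGA16 CHO cells with stable hTAAR1 and Gα16; Dosing: single nominal final test compound concentration of 3 µM; Schedule: seeding 17-24 h prior, 75-min 37 °C, 30-min RT dye loading; Detection: kinetic Fluo-8 calcium fluorescence measurement; Measure: % inhibition from peak post-agonist over basal fluorescence ratio; Benchmarks: vehicle and agonist controls.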
* marks the source's active call; other numbers are inactive results; nt = not tested or not shown.

SMILES	TAAR1 ag	M1 ag	CHO parental Ca	V1aR counter	M1 ag parental	OXTR potentiate	CHO-K1 Ca PAM	CHO-K1 Ca antag	TAAR1 antagonist
Cn1c(=O)oc2cc(S(=O)(=O)Nc3ccc(Cl)cc3)ccc21	12	2	-11	3.8	4.6	-9	8	-2	-5
COc1ccc(N(CCC#N)C(=O)/C(C#N)=C/c2cccs2)cc1	0	-6	-3	2.4	0.2	-2	5	-1	6
CCN(c1ccccc1)S(=O)(=O)c1nnc(NC(=O)C(C)(C)C)s1	1	-2	-3	2.0	0.7	-10	18	-8	3
COc1ccc(NC2CCCN(C(=O)c3cccc(N4CCNC4=O)c3)C2)cc1 (stereo unspecified)	6	-2	-21	0.6	0.5	0	13	-20	-24
COc1ccc(CNC(=O)c2cccc(C)c2[N+](=O)[O-])cc1	10	-8	0	1.8	0.1	-1	20	-8	11
Cc1ccccc1NC(=O)COC(=O)c1ccc2nc(C)c(C)nc2c1	-3	-3	-11	0.1	0.1	-1	-15	15	0
COc1cc(OC)cc(C(=O)NCc2cc(C)nc3ccccc23)c1	9	-4	-24	3.8	3.3	-2	1	-8	11
CCc1ccccc1OCC(=O)N1CCN(c2ncccn2)CC1	4	-2	nt	nt	0.7	nt	4	10	-2
CCOc1ccccc1NC(=O)n1ncc2c(C)cccc21	-1	-2	-11	0.7	1.1	1	-4	-23	-9
Cc1ccc(S(=O)(=O)NCC(C)NS(C)(=O)=O)cc1 (stereo unspecified)	4	-4	-6	0.7	0.3	2	13	3	-9
CC(C)Oc1ccc(NC(=O)C2CCCNC2=O)cc1 (stereo unspecified)	-1	-1	-5	1.7	-0.7	7	-7	-13	-20
CC(Sc1n[nH]c(=O)n1Cc1ccccc1)C(=O)NC1CCCCC1C (stereo unspecified)	2	-4	-21	-1.4	1.2	-13	1	-5	-6
CCN(CC)S(=O)(=O)c1cccc(NN=c2c(=O)c3ccccc3c2=O)c1	2	-2	-14	0.3	0.1	-4	2	-2	-32
Cn1cc(-c2coc3c(C(=O)NCc4cccnc4)cccc23)cn1	2	2	nt	nt	2.5	nt	14	-3	-15
O=C(O)/C=C/c1ccc(S(=O)(=O)Nc2ccc(OCc3ccccc3)cc2)cc1	15	-4	-8	1.1	-0.2	-3	6	-3	7
COc1ccccc1N(C)S(=O)(=O)c1ccc(Cl)c(C(=O)NCCCN2CCOCC2)c1	3	-4	-2	1.6	2.6	-7	22	-13	-9
CS(=O)(=O)N1CCN(C(=O)c2ccc3c(c2)OCCO3)CC1	0	-2	-7	0.0	0.2	-19	15	-11	10
CCCCNC(=O)NNc1nc(Cl)cc(C)c1C#N	2	-3	4	1.9	4.3	-9	4	-11	3
CCCC(=O)Nc1cc(C)c2c(=O)oc3ccccc3c2n1	10	-5	-20	-0.7	1.4	-3	15	-2	-5
CC(=O)NCC(=O)OCC(=O)Nc1nc(-c2ccccc2)cs1	8	-6	-3	-0.3	0.9	0	-3	4	1
COc1ccc(CC(CN)c2ccccc2)cc1 (stereo unspecified)	1	-4	-14	0.8	0.3	-6	-3	1	-13
O=C1CCCN1C(=O)CSc1nnnn1-c1ccccc1	9	-5	-20	1.5	0.8	2	12	-19	16
CCCCP(=O)(c1ccccn1)c1ccccn1	13	3	nt	nt	0.2	nt	9	-4	11
COc1cc(C(=O)NCC(c2cccs2)N2CCOCC2)ccc1OCc1ccc(Cl)cc1 (stereo unspecified)	4	-2	nt	nt	7.2	nt	-7	7	18
O=C(Cn1c(C(F)(F)F)nc2ccccc21)c1ccc(Br)cc1	13	-5	-30	0.2	-0.2	-9	-7	16	3

Remaining list, next part.
SMILES	TAAR1 ag	M1 ag	CHO parental Ca	V1aR counter	M1 ag parental	OXTR potentiate	CHO-K1 Ca PAM	CHO-K1 Ca antag	TAAR1 antagonist
COc1cc(C2=NC(CO)(CO)CO2)cc(OC)c1OC	0	-3	6	0.1	1.9	-15	-12	-9	-5
C#CCOCCOCCOCCNc1nc(N2CCN(C(=O)CCCCCCCCCCNC(=O)[C@H](CCCCN)n3cc(CCCC(=O)O)nn3)CC2)nc(N2CCN(C(=O)CCCCCCCCCCNC(=O)[C@H](CCCCN)n3cc(CCCC(=O)O)nn3)CC2)n1	nt	-3	-2	1.1	0.3	0	11	-5	nt
N/C(=N\OC(=O)Cc1cccs1)c1cccc([N+](=O)[O-])c1	1	-10	2	-1.6	0.3	-9	-7	4	-5
Cc1nn(Cc2ccc(F)cc2)c(C)c1NC(=O)c1cc(-c2ccco2)on1	nt	-2	10	5.5	6.4	-8	22	-11	nt
O=[N+]([O-])c1ccc(CN2CC(N3CCC(Cc4ccccc4)CC3)CS2(=O)=O)cc1 (stereo unspecified)	4	3	nt	nt	2.9	nt	-2	14	47
C[C@H](NC(=O)[C@@H]1CSC2c3ccccc3C(=O)N21)C(=O)NCc1c(F)cccc1Cl (stereo partly specified)	6	-1	-14	7.3	7.3	-4	13	-28	-10
O=C(NC12CC3CC(CC(C3)C1)C2)c1ccc(-c2ccccc2Cl)o1	10	0	4	-0.2	0.3	-9	7	3	24
CC(OC(=O)Cn1[nH]c(=O)c2ccccc2c1=O)C(=O)NC1(C#N)CCCCC1 (stereo unspecified)	0	-2	9	0.2	1.2	1	6	3	-1
CCOc1ccc(Nc2nc(N)nc(CCl)n2)cc1	0	-3	-13	-0.1	-0.1	-1	11	-8	-13
CC1CC(C)(C)NC(=S)N1CCCC(=O)N1CCN(c2ccccc2F)CC1 (stereo unspecified)	-1	-9	-5	0.5	0.5	-7	8	-9	1
C=CCNC(=S)N1CCN(CCNC2=CC(=O)CC(C)(C)C2)CC1	1	-7	3	0.7	0.1	-2	7	-3	-22
O=C(Cn1nnc(-c2ccccc2F)n1)NCCc1ccccc1	15	-2	-12	0.4	0.7	-1	10	-11	-3
CC(=O)Nc1ccc(S(=O)(=O)NCc2csc(C)n2)cc1	6	-2	3	0.2	0.3	-2	-8	-7	-1
O=C(NCc1cccs1)[C@@H]1CSC2c3ccccc3C(=O)N21 (stereo partly specified)	3	-3	-14	1.8	0.4	-3	13	-9	-15
O=C1c2ccccc2C(=O)N1CCSc1nc2ccccc2c(=O)n1CCCN1CCOCC1	2	-14	-16	-0.3	1.7	-2	-9	14	-17
Cc1c(C(=O)O)sc(S(=O)(=O)N2CCN(C(=O)Cc3ccccc3Cl)CC2)c1C(=O)O	11	-3	-2	0.5	-0.3	10	-3	-7	-5
COc1ccc(CCC(=O)NCCOc2ccc(C)cc2)cc1	4	-3	-12	-1.9	0.3	-4	-26	-9	-17
O=C(CN1C(=O)NC2(CCCCC2)C1=O)N1CCOCC1	1	1	2	-0.1	0.6	-6	9	-12	-14
Cc1cc(NC(=O)NN2CCOCC2)nn1-c1c(Cl)cccc1Cl	1	-1	-4	-0.5	-0.5	-9	15	-10	-26
O=C(Cn1nc(CNc2ccc(Cl)cc2)[n+]2c1CCCCC2)c1ccc(Cl)cc1	7	-5	-7	2.9	0.9	-4	23	-6	-5
Cc1ccc(C(C)C)c(OCCCN(C)Cc2ccccc2)c1	10	-8	-21	-0.1	1.8	-7	30	-14	-26
S=C(NCc1cccnc1)Nc1cccc(Cl)c1	3	2	-7	4.0	2.3	-16	16	-5	5
CCOC(=O)C1CCN(C(=O)c2cccc(S(=O)(=O)N3CCCc4ccccc43)c2)CC1	-1	-4	nt	nt	3.1	nt	20	-8	7
O=C(Cn1ccccc1=O)Nc1ccc(Cl)c(S(=O)(=O)N2CCCCC2)c1	5	0	-6	5.6	1.4	-8	-4	4	-19
c1ccc(COc2ncnc3c2ncn3CCCNCc2ccc3c(c2)OCO3)cc1	4	-9	nt	nt	0.9	nt	4	-1	-6

One compound at a time, from the list above. Screens in order: TAAR1 ag, M1 ag, CHO parental Ca, V1aR counter, M1 ag parental, OXTR potentiate, CHO-K1 Ca PAM, CHO-K1 Ca antag, TAAR1 antagonist
Results for C#CCOCCOCCOCCNc1nc(N2CCN(C(=O)CCCCCCCCCCNC(=O)[C@H](CCCCN)n3cc(CCCC(=O)O)nn3)CC2)nc(N2CCN(C(=O)CCCCCCCCCCNC(=O)[C@H](CCCCN)n3cc(CCCC(=O)O)nn3)CC2)n1 → nt, -3, -2, 1.1, 0.3, 0, 11, -5, nt
Results for CCCCNC(=O)NNc1nc(Cl)cc(C)c1C#N → 2, -3, 4, 1.9, 4.3, -9, 4, -11, 3
Results for COc1cc(OC)cc(C(=O)NCc2cc(C)nc3ccccc23)c1 → 9, -4, -24, 3.8, 3.3, -2, 1, -8, 11
Results for Cc1c(C(=O)O)sc(S(=O)(=O)N2CCN(C(=O)Cc3ccccc3Cl)CC2)c1C(=O)O → 11, -3, -2, 0.5, -0.3, 10, -3, -7, -5

Later entries.
SMILES	TAAR1 ag	M1 ag	CHO parental Ca	V1aR counter	M1 ag parental	OXTR potentiate	CHO-K1 Ca PAM	CHO-K1 Ca antag	TAAR1 antagonist
COc1ccccc1N1C(=O)CC(c2ccccc2)CC1=O	5	0	-8	-0.2	0.0	-1	0	-4	9
CCN(CC)S(=O)(=O)c1ccc(NC(=O)CN(c2ccc(OC)cc2OC)S(C)(=O)=O)cc1	13	-4	-9	1.9	1.1	-8	2	-4	-11
Cc1cccc(N(C)C(=O)CN2C(=O)COc3ccc(S(=O)(=O)N4CCCCCC4)cc32)c1	15	7	-25	5.8	13	-14	3	-10	28
COCCCn1c(SCc2nnc(-c3ccc(OC)c(OC)c3)o2)nc2ccccc2c1=O	7	-1	-24	0.2	-0.1	-2	-14	20	18
COc1ccc(NC(=S)Nc2ccc(S(=O)(=O)N3CCCCC3)cc2)cc1	4	-3	nt	nt	0.4	nt	12	-2	-15
O=C1C(Cl)=C(NCC2CCCO2)C(=O)N1CCc1ccccc1 (stereo unspecified)	74*	-5	-15	-0.4	1.8	-9	0	-7	13
OCc1cn(-c2ccccc2)nn1	3	0	-5	0.3	-0.7	-5	-4	8	3
O=[N+]([O-])c1ccccc1S(=O)(=O)Nc1ccn(Cc2c(F)cccc2Cl)n1	-2	-7	8	0.2	0.1	-11	-5	7	-7
Cc1ccc(S(=O)(=O)Nc2nc3ccc(S(=O)(=O)N4CCCC4)cc3s2)cc1	5	-5	-10	0.2	-0.1	1	7	-5	5
Cc1cc(C(=O)NNC(=O)C2CCCC2)c(C)o1	1	-1	-8	0.3	0.6	-20	7	-9	-10
CCC1CCC/C1=N\NC(=O)c1ccoc1C (stereo unspecified)	2	-3	nt	nt	0.8	nt	-8	5	-6
Cc1c(NC(=O)C(C)OC(=O)c2cc(-c3cccc4ccccc34)nc3ccccc23)c(=O)n(-c2ccccc2)n1C (stereo unspecified)	18	-9	-17	-0.4	1.6	-3	20	-3	46
COc1ccc(C(C)=O)cc1Cn1c(C)c(C(=O)NCc2cccc(C(F)(F)F)c2)sc1=O	1	-5	nt	nt	2.3	nt	8	-7	26
